Assay outcomes from PubChem BioAssay.
RPL19A-GFP yeast – alters RPL19A-GFP fluorescence in TOR pathway yeast screen; percent response vs DMSO, % at 10 µM; S. cerevisiae RPL19A-GFP strain, flow cytometry, 3 h; hits give low values; actives 0.3% (n = 330,000); AID 2025;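 active = percent response vs DMSO below 50%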;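 note: median channel GFP fluorescence of the barcoded RPL19A-GFP strain; ratio of sample median GFP to plate DMSO average so 100% = DMSO; lower means less RPL19A-GFP as with rapamycin TOR inhibition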
EBNA-1 inhibitor – blocks EBNA-1 binding to DNA; EBNA-1 DNA binding, fluorescence polarization; AID 1950; inhibition, % at 14.8 µM; actives 0.34% (n = 300,000); in the data active = inhibition above about 28%
AHR activator – activates the human aryl hydrocarbon receptor | P35869 | AHR-responsive luciferase reporter cells, luminescence | activation, % at 5 µM | actives 2.5% (n = 320,000); in the data active = activation above about 47%;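 note: 0% = vehicle wells and 100% = reference agonist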
ZTA DNA inh – ZTA (EBV) inhibition in EBNA-1 counter-screen; ZTA-DNA binding, fluorescence polarization; inhibition, % at 11 µM; actives 0.15% (n = 320,000); in the data active = inhibition above about 33%
LAP4-GFP MLPCN – alters LAP4-GFP fluorescence in TOR pathway yeast screen; actives 0.34% (n = 320,000); S. cerevisiae LAP4-GFP multiplex, flow cytometry GFP, 3 h; median GFP as percent of DMSO wells; GFP response vs DMSO, % at 10 µM;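 active = GFP response vs DMSO above a set limit, about the screen mean plus 3 SD, cut at about 150% in these data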
procasp3 activ – activates human procaspase-3 | actives 0.11% (n = 330,000) | recombinant procaspase-3 D3A, Ac-DEVD-pNA absorbance 405 nm | activation, % at 8.5 µM;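 active = activation above the mean of all tested compounds plus 3 SD, cut at about 21% in these data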;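 note: 0% = DMSO alone and 100% = DMSO wells spiked with extra 5 µM PC-3 D3A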
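Evaluation: percent activation relative to control range; Material: Procaspase-3 D3A mutant, all three cleavage aspartates alanine; Compound: single dose, 8.5 µM nominal compound, 0.8% DMSO; Replication: one well per compound; Signal: absorbance at 405 nm, 0 and 120 min; Schedule: 1 h preincubation plus 2 h reaction at 25 °C.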
procasp7 counter – activates human procaspase-7, counter-screen for procaspase-3 activators | P55210 | recombinant procaspase-7, Ac-DEVD-pNA absorbance 405 nm; D23A/D198A/D206A triple mutant, cannot self-cleave; scale: DMSO 0, 5 µM enzyme 100 | activation, % at 8.5 µM | actives 0.093% (n = 330,000) | AID 463210;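 active = percent activation above the screen-wide mean plus 3 SD, cut at about 25% in these data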
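buffer or medium = Zinc-free HEPES/NaCl buffer, pH 7.4 | material = Procaspase-7 triple mutant (PC-7 D3A) | input = 2 µM procaspase-7 mutant as dispensed | signal = Epi-absorbance of released pNA at 405 nm, two timepoints | timing = 1 h preincubation, 2 h reaction | replicates = singlicate compound testing | evaluation = % activation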
MEP2 TOR yeast – modulators of TOR pathway MEP2-GFP in S. cerevisiae; S. cerevisiae MEP2-GFP strain, flow cytometry GFP, 3 h; 100% = DMSO control level; GFP response vs DMSO, % at 10 µM; actives 0.51% (n = 330,000);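 active = GFP response versus DMSO above a set limit, roughly screen mean plus 3 SD, cut at about 180% in these data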;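 note: median GFP fluorescence of the barcode-gated MEP2-GFP cells per well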
* hit, by the source's call; / = no result given.

SMILES	RPL19A-GFP yeast	EBNA-1 inhibitor	AHR activator	ZTA DNA inh	LAP4-GFP MLPCN	procasp3 activ	procasp7 counter	MEP2 TOR yeast
CN(C)CC(=O)Nc1nc(-c2ccccc2)cs1	107	-14	0	-12	110	4	5	96
OCCN(CCO)CC(O)Cn1c2ccccc2c2ccccc21 (stereo unspecified)	94	-4	3	61*	98	0	-7	96
N#Cc1ccccc1COc1cccc2c1CCCC2O (stereo unspecified)	101	11	8	1	102	0	11	107
O=c1sc(Nc2ccccc2)nc2ccsc12	93	4	0	-5	145	6	6	98
N#C/C(=C\c1ccc([N+](=O)[O-])cc1)C(=O)Nc1ccccc1O	99	8	42	4	98	-4	-5	95
N#Cc1c(-c2ccccc2)nc(N2CCCCCC2)[nH]c1=O	97	0	3	-9	107	2	3	98
CC(=O)c1cccc(NC(=O)C=C(C)C)c1	93	7	0	-7	102	-6	5	97
COc1ccc(C(CC(=O)O)NC(=O)C(c2ccccc2)c2ccccc2)cc1 (stereo unspecified)	102	7	3	15	102	6	7	102
CCCCNC(=O)C(=O)N/N=C/c1ccc(OCC(=O)Nc2cccc(OC)c2)c(OC)c1	107	19	5	0	106	0	4	111
O=C(O)CC(C(=O)O)N1C(=O)/C(=C/c2ccc(-c3nc4ccccc4s3)o2)SC1=S (stereo unspecified)	98	21	7	59*	107	-14	-19	107
COc1ccc(NC(=O)c2cc(C(C)C)on2)c(OC)c1	99	4	2	-1	95	7	3	97
Cc1cc(C)cc(N(C(=O)c2snc(C(N)=O)c2N)C(C(=O)NCC2CCCO2)c2cccs2)c1 (stereo unspecified)	99	5	6	12	106	2	-1	96
CC(C)c1ccc(S(=O)(=O)Nc2ccc(SC(F)F)cc2)cc1	101	-3	13	-10	103	6	4	105
CC1CC1C(=O)OCc1cc(=O)n2cc(Br)ccc2n1 (stereo unspecified)	89	-5	-2	3	99	-4	-3	84
Cc1onc(-c2c(Cl)cccc2Cl)c1C(=O)NCC1CCCO1 (stereo unspecified)	98	0	-1	-3	98	-3	6	102
S=C(NCCCN1CCOCC1)Nc1ccc(N2CCOCC2)cc1	94	3	0	6	115	2	10	90
CC(=O)C1=C(O)C(=O)N(c2ccccn2)C1c1cccc(F)c1 (stereo unspecified)	97	-26	1	-6	87	-3	7	97
COc1ccc(CC(=O)N/N=C(\C)c2ccc(Br)s2)cc1	90	-10	1	9	104	-10	4	88
Nc1ccc(C2CCCc3nonc32)c2nonc12 (stereo unspecified)	102	-5	0	-3	87	-9	-19	106
O=C(COC(=O)c1cccc([N+](=O)[O-])c1)NCc1ccc2c(c1)OCO2	98	5	-2	-17	95	-9	7	97
Cc1ccc(C(=O)NN2C(=O)C3C4C=CC(C5CC45)C3C2=O)cc1 (stereo unspecified)	99	11	2	4	103	8	6	101
CCOC(=O)C1CCN(S(=O)(=O)c2c(C)[nH]c(C)c2C(=O)N2CCCCC2)CC1	98	0	-2	-2	85	14	8	88
COc1ccc(CCNC(=O)C/C(C)=N/NC(=O)C23CC4CC(CC(C4)C2)C3)cc1OC	101	-7	4	1	104	-2	-14	103
CCCC(NC(=O)COc1cc2c(c3oc(=O)c(C)c(C)c13)CCC(C)(C)O2)C(=O)O (stereo unspecified)	103	-11	2	-3	82	3	2	101
CCc1ccc(Oc2coc3cc(O)ccc3c2=O)cc1	99	9	3	11	93	0	-2	102

Reformatted with two lines to a compound: entries from further up
Screens in order – RPL19A-GFP yeast | EBNA-1 inhibitor | AHR activator | ZTA DNA inh | LAP4-GFP MLPCN | procasp3 activ | procasp7 counter | MEP2 TOR yeast
O=c1sc(Nc2ccccc2)nc2ccsc12
→ 93 | 4 | 0 | -5 | 145 | 6 | 6 | 98
N#C/C(=C\c1ccc([N+](=O)[O-])cc1)C(=O)Nc1ccccc1O
→ 99 | 8 | 42 | 4 | 98 | -4 | -5 | 95

The list goes on.
SMILES	RPL19A-GFP yeast	EBNA-1 inhibitor	AHR activator	ZTA DNA inh	LAP4-GFP MLPCN	procasp3 activ	procasp7 counter	MEP2 TOR yeast
COc1ccc(CCNC(=O)COC(=O)/C=C/c2ccc(OC)c(OC)c2)cc1	104	-11	2	-11	94	-1	4	104
COc1ccc(NC(=O)c2cc3cc(OC)ccc3oc2=N)cc1	100	-12	-7	2	118	4	4	109
CCOC(=O)C1(Cc2ccccc2)CCN(Cc2cccn2-c2cccnc2)CC1	103	4	13	-1	97	-3	10	102
CCN(C(=O)CSc1nnc(-c2ccc(Cl)cc2)n1C)C1CCS(=O)(=O)C1 (stereo unspecified)	97	3	0	0	98	-2	7	97
O=C1c2ccccc2C(=O)N1c1ncccn1	99	-2	1	-10	98	-1	7	105
Cc1cccc(-c2n[nH]c(=S)n2/N=C/C=C/c2ccco2)c1	95	6	6	0	105	-8	-21	95
COc1ccc(C(=O)NCC2OCCc3ccccc32)cc1 (stereo unspecified)	100	-5	1	-19	107	3	-6	108
CC(C)c1ccccc1NC(=O)C1CC(=O)N(C2CCCC2)C1 (stereo unspecified)	104	8	-2	6	97	2	1	102
CCOc1ccc(/C=N/Nc2cc(C)nc(N3CCOCC3)n2)cc1	97	4	3	7	117	-2	5	96
CC(SCc1ccccc1)C(=O)N/N=C/c1cc2c(cc1Br)OCO2 (stereo unspecified)	99	-4	9	-1	104	6	-3	105
C=CCNC1=C(Cl)C(=O)N(c2cccc(Cl)c2Cl)C1=O	99	0	-4	4	117	6	32*	100
Cc1cc(C)c2cc(C)c(SCC(=O)NCc3ccco3)nc2c1	102	5	9	-7	96	7	-10	95
COc1cccc(-c2nc(CS(=O)(=O)CC(=O)NCCC(C)C)c(C)o2)c1	105	10	2	2	109	8	3	106
Cc1c(C(=O)N2CC(C)OC(C)C2)oc2ccccc12 (stereo unspecified)	95	-17	-2	-13	97	6	1	103
S=c1nc(-c2ccc(Cl)cc2)[nH][nH]1	91	-3	9	-3	94	-6	-13	82
O=c1c2oc3ccccc3c2ncn1Cc1ccc(Cl)cc1	100	0	2	0	109	6	1	116
CNC(=O)N(O)C1N(/N=C/c2ccccc2F)C(=S)SC1(C)C (stereo unspecified)	104	-2	1	1	99	6	-1	107
CCc1c(C)c2ccc(O)c(CN(C)C)c2oc1=O	93	1	1	-1	91	5	12	97
CC1CCCN(C(=O)CCCn2c(=S)[nH]c3ccccc3c2=O)C1 (stereo unspecified)	100	3	5	1	103	2	8	112
COc1cccc2c(=O)cc(C)n(CC(=O)Nc3cccc(C)c3)c12	106	-18	31	0	90	9	-2	108
Clc1cccc(CSc2nnc(-c3cccnc3)n2Cc2ccco2)c1	98	4	2	0	104	2	-2	103
COc1cc(-c2noc(CCCC(=O)NC3CCCCC3)n2)cc(OC)c1OC	108	7	0	-9	108	8	2	106
CCCC1=C([O-])C2N=CC=CC2=[N+](c2ccccn2)C1=O (stereo unspecified)	104	5	-2	-9	102	2	12	99
Cc1onc(-c2ccccc2Cl)c1C(=O)Nc1ccc(-n2nncc2C(C)(C)C)cc1	93	-4	15	-20	95	9	9	100
O=C(NC1=NCCS1)c1cccc(N2C(=O)c3ccccc3C2=O)c1	102	-7	10	3	98	-6	3	109
The listing continues:
SMILES	RPL19A-GFP yeast	EBNA-1 inhibitor	AHR activator	ZTA DNA inh	LAP4-GFP MLPCN	procasp3 activ	procasp7 counter	MEP2 TOR yeast
COc1ccc(CN=C(NS(=O)(=O)c2cccs2)SC)cc1	110	-6	-1	-4	96	8	-6	106
Cc1cc(NC(=O)CSc2nnc(C3COc4ccccc4O3)o2)no1 (stereo unspecified)	102	5	3	-8	110	-1	4	107
O=C1Nc2cc3c(cc2C1=O)sc1ccccc13	90	1	11	-4	101	3	-3	84
Cc1ccc(C(=O)OCC(=O)N2CC(C)CC(C)C2)cc1S(=O)(=O)N1CCOCC1 (stereo unspecified)	101	-13	19	1	81	-6	-2	87
Clc1ccc(-c2nc3ccccc3nc2-c2ccccc2)cc1	107	5	1	12	97	1	3	123
O=C(O)CNC(=O)c1ccccc1Br	99	3	1	0	103	-2	3	108
COc1ccc(Cl)cc1NC(=S)N(Cc1ccc(C(=O)O)cc1)Cc1ccc(OC)c(OC)c1	85	-6	0	-5	124	-10	-5	124
Cc1cc(C)cc(NC(=O)NCc2nnc(SCc3ccccc3)n2C)c1	100	4	16	-9	95	2	-1	97
COc1cccc(NC(=O)N2CCc3ccccc3C2)c1	106	2	41	3	99	0	6	104
Fc1ccc(-c2csc(=S)[nH]2)cc1	98	-2	3	5	107	3	-14	103
CCCc1cc(=O)[nH]c(SCC(=O)Nc2ccc(Cl)c(S(=O)(=O)N3CCOCC3)c2)n1	100	/	0	8	100	3	7	95
COc1ccc(Cl)cc1C(=O)Nc1nc2ccc(S(C)(=O)=O)cc2s1	121	18	0	-2	108	7	14	120
O=S(=O)(O)c1nnc2sc3ccccc3n12	100	2	7	-10	103	-3	7	102
Cc1onc(-c2c(Cl)cccc2Cl)c1C(=O)NN1CCCCCC1	99	3	6	5	110	-3	4	105
Cc1ccc(NC(=O)COc2cccnc2[N+](=O)[O-])cc1S(=O)(=O)N1CCOCC1	102	2	-2	-1	96	7	4	105
O=C(Nc1ccc(Cl)c(C(F)(F)F)c1)NC1CC2CCCC(C1)N2Cc1ccccc1 (stereo unspecified)	94	-10	-1	7	98	0	4	96
COc1ccc(CCNC(=O)c2cc3c(=O)n4ccccc4nc3n(CC3CCCO3)c2=N)cc1OC (stereo unspecified)	106	-4	1	-15	103	-2	-10	112
COc1ccc(C(=O)/C=C/Nc2ccc(S(=O)(=O)Nc3nc(C)cc(C)n3)cc2)c(OC)c1	96	8	-2	-1	102	9	6	95
COc1cccc(NC(=O)CCNC(=O)N2CC(=O)Nc3ccccc32)c1	96	-6	3	16	105	3	8	99
COc1ccc(-c2cc(-c3ccc(O)cc3)nc(N)c2C#N)cc1OC	93	-2	5	1	112	6	10	109
O/N=C/c1nc2cc(Cl)ccc2o1	100	-14	12	-17	102	-8	-2	93
CCN1CCN(C(C(=O)NC2CCCC2)c2ccc(Cl)cc2)CC1 (stereo unspecified)	97	10	3	12	81	11	3	73
CCN(CC(=O)Nc1ccccc1OC)C(=O)/C=C/c1cccs1	96	12	0	2	100	-1	6	101
CC(C)CN1C(=O)C(=O)N(CC(=O)NC2CCCc3ccccc32)C1=O (stereo unspecified)	98	-10	-1	-20	106	1	4	95
COc1ccccc1OCCNC1CCCC1	100	1	1	-7	94	-4	0	101

In the list so far, 11 contain two or more sulfur atoms:
SMILES	RPL19A-GFP yeast	EBNA-1 inhibitor	AHR activator	ZTA DNA inh	LAP4-GFP MLPCN	procasp3 activ	procasp7 counter	MEP2 TOR yeast
O=c1sc(Nc2ccccc2)nc2ccsc12	93	4	0	-5	145	6	6	98
O=C(O)CC(C(=O)O)N1C(=O)/C(=C/c2ccc(-c3nc4ccccc4s3)o2)SC1=S (stereo unspecified)	98	21	7	59*	107	-14	-19	107
Cc1cc(C)cc(N(C(=O)c2snc(C(N)=O)c2N)C(C(=O)NCC2CCCO2)c2cccs2)c1 (stereo unspecified)	99	5	6	12	106	2	-1	96
CC(C)c1ccc(S(=O)(=O)Nc2ccc(SC(F)F)cc2)cc1	101	-3	13	-10	103	6	4	105
CCN(C(=O)CSc1nnc(-c2ccc(Cl)cc2)n1C)C1CCS(=O)(=O)C1 (stereo unspecified)	97	3	0	0	98	-2	7	97
CNC(=O)N(O)C1N(/N=C/c2ccccc2F)C(=S)SC1(C)C (stereo unspecified)	104	-2	1	1	99	6	-1	107
COc1ccc(CN=C(NS(=O)(=O)c2cccs2)SC)cc1	110	-6	-1	-4	96	8	-6	106
Fc1ccc(-c2csc(=S)[nH]2)cc1	98	-2	3	5	107	3	-14	103
CCCc1cc(=O)[nH]c(SCC(=O)Nc2ccc(Cl)c(S(=O)(=O)N3CCOCC3)c2)n1	100	/	0	8	100	3	7	95
COc1ccc(Cl)cc1C(=O)Nc1nc2ccc(S(C)(=O)=O)cc2s1	121	18	0	-2	108	7	14	120
O=S(=O)(O)c1nnc2sc3ccccc3n12	100	2	7	-10	103	-3	7	102
